Screening data (PubChem)
Vif-APOBEC3F blk: qHTS for Inhibitors of Vif-A3F Interactions: qHTS; 390,000 compounds, 0.2% hits; HeLa A3F-eYFP + Vif (tagged APOBEC3F with the HIV-1 protein that degrades it), YFP fluorescence increase; Potency, µM (doses to about 46.1 µM), without a hit: at the top dose activity, negative = active; further: potency means the concentration at half of the fitted maximal effect; % of control where 0% means no effect; nearly all actives have a fitted effect of over 65% in size
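Fluorescence increase (Ex 488/Em 500-530) after overnight compound treatment at 37 deg C flags inhibition of Vif-driven A3F-eYFP loss in stable HeLa A3F-eYFP/Vif cells seeded overnight beforehand.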
D1 antagonist: Antagonist of Human D 1 Dopamine Receptor: qHTS; activity change, negative = inhibition, % at 10 µM; HEK293 TREx D1 cells, calcium flux, dopamine EC80; hits give low values; 360,000 compounds, 3.2% hits; AID 504652, 2011; in the data active means activity change below about -30%; further: on the % scale 0 is the no-effect control and ±100 the full control effect
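Kinetic fluorescence of a calcium dye serves as the read-out. D1-expressing Hek293 Trex cells, induced overnight at 30 C, are exposed to compound for 180 s before an EC80 dopamine addition, then read 180 s further.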
D1 ag: Allosteric Agonists of the Human D1 Dopamine Receptor: qHTS; 360,000 compounds, 1% hits; HEK293 T-REx D1 cells, calcium flux, agonist mode; D(1A) dopamine receptor (Homo sapiens), P21728; activation, % at 2 µM; in the data active means activation above about 30%; further: 0% is about no effect
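Tetracycline-induced HEK293 TREx D1 cells, force-coupled to calcium signalling, were dye-loaded with a no-wash calcium kit. Compound was pin-added after a 10 s baseline. Fluorescence was read kinetically at 1 cycle/s for 180 s, with calcium rises flagged as agonism.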
Glioma ERSR ind: qHTS for Inducers of the Endoplasmic Reticulum Stress Response (ERSR) in Human Glioma: qHTS; Potency, µM, without a hit: top-dose activation, hits mostly activators; AID 602332, 2012; 420,000 compounds, 0.02% hits; U87-MG GRP78 promoter luciferase reporter, 16 h; further: potency means the concentration at half of the fitted maximal effect; series mostly up to about 76 µM; % of control where 0% means no effect; nearly all actives have a fitted effect of over 35% in size
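Stably transfected U87-MG glioma cells carrying a GRP78-based luciferase sensor; 16 h compound incubation. Luminescence end-point read 10 min after Bright-Glo addition at room temperature.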
D2 PAM: HTS Assay for Positive Allosteric Modulators of the Human D2 Dopamine Receptor: Primary Screen for Potentiators. D(2) dopamine receptor (Homo sapiens), P14416. potentiation, % at 10 µM. 340,000 compounds, 0.34% hits. AID 485347, 2010. HEK293 T-REx D2, calcium flux, EC20 dopamine potentiation;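 active means potentiation over 3 SD above the plate norm, cut at about 30% in these data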; further: 0% is about no effect
Target sequence (P14416 whole entry, looked up): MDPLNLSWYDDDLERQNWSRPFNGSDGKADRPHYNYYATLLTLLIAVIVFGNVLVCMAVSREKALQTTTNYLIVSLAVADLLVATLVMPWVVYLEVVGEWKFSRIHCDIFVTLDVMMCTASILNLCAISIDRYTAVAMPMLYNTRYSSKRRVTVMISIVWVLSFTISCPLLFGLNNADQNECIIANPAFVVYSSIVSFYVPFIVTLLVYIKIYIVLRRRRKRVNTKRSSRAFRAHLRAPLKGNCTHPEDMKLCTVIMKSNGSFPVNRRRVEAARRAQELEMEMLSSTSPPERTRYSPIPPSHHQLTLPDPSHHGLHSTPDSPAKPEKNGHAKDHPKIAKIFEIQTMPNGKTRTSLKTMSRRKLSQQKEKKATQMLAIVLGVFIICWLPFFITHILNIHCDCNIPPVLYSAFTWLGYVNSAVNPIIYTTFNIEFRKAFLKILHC
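Using a no-wash calcium dye in inducible, force-coupled HEK293 Trex cells expressing D2, we tracked fluorescence each second for 180 s after compound, then for 180 s after EC20 dopamine to detect augmented signalling.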
D1 potentiator: Potentiators of Human D1 Dopamine Receptor: qHTS. D(1A) dopamine receptor (Homo sapiens), P21728. HEK293 TREx D1 cells, calcium flux, dopamine EC20 potentiation. potentiation, % at 10 µM. 360,000 compounds, 0.036% hits. AID 504651, 2011; in the data active means potentiation above about 30%; further: 0% is about no effect
RXFP1 agonist: qHTS Assay for Agonists of the Relaxin Receptor RXFP1 | Potency, µM (titrated, usually from 57.5 µM), for inactives: at the top dose activation, hits mostly activators | Relaxin receptor 1 (Homo sapiens), Q9HBX9 | HEK293T-RXFP1 cAMP TR-FRET, 30 min; response scale: percent of porcine relaxin response, buffer zero | 370,000 compounds, 0.3% hits; further: potency means the concentration at half of the fitted maximal effect; on the % scale 0 is the no-effect control and ±100 the full control effect; nearly all actives have a fitted effect of over 60% in size; many of its hits are not listed in these tables
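cAMP rise read by TR-FRET after 30 min, 37C compound exposure (up to 58 uM) in RXFP1-transfected HEK293 cells with Ro 20174 present. EC50 from Hill-equation fits, with 29 nM porcine relaxin as 100% and buffer as basal.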
Vif-A3G inh: qHTS for Inhibitors of Vif-A3G Interactions: qHTS | HeLa A3G-eYFP + Vif (tagged APOBEC3G with the HIV-1 protein that degrades it), YFP fluorescence, overnight | Potency, µM (series often up to 46.1 µM), without a hit: at the top dose activity, negative = active, most hits filed as inhibitors | 410,000 compounds, 0.076% hits;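 further: potency means the concentration at half of the fitted maximal effect; on the % scale 0 is the no-effect control and ±100 the full control effect; nearly all actives have a fitted effect of over 60% in size; hits raise eYFP signal because A3G escapes Vif-driven loss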
Target sequence (Q9HC16 whole entry, looked up): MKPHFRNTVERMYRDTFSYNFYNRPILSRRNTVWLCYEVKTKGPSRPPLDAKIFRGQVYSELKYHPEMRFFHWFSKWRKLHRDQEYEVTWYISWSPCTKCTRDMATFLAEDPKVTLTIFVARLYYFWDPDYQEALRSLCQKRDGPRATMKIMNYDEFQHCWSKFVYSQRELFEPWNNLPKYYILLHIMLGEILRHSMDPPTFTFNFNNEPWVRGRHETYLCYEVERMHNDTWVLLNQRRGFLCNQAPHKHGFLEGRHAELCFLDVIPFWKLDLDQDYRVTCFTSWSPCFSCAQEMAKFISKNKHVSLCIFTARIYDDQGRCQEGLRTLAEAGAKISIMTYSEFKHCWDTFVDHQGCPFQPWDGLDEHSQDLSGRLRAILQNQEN
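HeLa cells stably expressing Vif and C-terminally eYFP-tagged A3G, seeded overnight at 37 deg C, then exposed to compound by pintool overnight at 37 deg C. Rise in yellow fluorescence (Ex 488/Em 500-530, Acumen) marks blocked Vif-driven A3G degradation.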
RXFP1 antagonist: qHTS Assay for Antagonists of the Relaxin Receptor RXFP1; Relaxin receptor 1 (Homo sapiens), Q9HBX9; HEK293-RXFP1, relaxin-stimulated cAMP HTRF, 30 min; hits give low values; activity change, negative = inhibition, % at 57.5 µM; 350,000 compounds, 0.59% hits; AID 1259400, 2018;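 active means activity change of -60% or lower, but not beyond a set lower limit; inconclusive means change between -60% and -40%, or beyond the set limit; inactive means change above -40%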; further: on the % scale 0 is the no-effect control and ±100 the full control effect
The depositor's hits bear a star; ? = inconclusive; · = not tested or not shown; & = joins results of further samples; ! = not active in a repeat. Unless noted, the call rests on the fitted dose curve; in most records, active means well fitted curve in the direction sought with a large enough effect; inconclusive means small, poorly fitted or top-dose-only effect, or another doubt; inactive means no such curve, though single readings can be large; an effect the other way counts as inactive or inconclusive. These rows are one share of the data; count on the stated rates, not on these rows.

| item | SMILES | Vif-APOBEC3F blk | D1 antagonist | D1 ag | Glioma ERSR ind | D2 PAM | D1 potentiator | RXFP1 agonist | Vif-A3G inh | RXFP1 antagonist |
| --- | --- | --- | --- | --- | --- | --- | --- | --- | --- | --- |
| 1 | Cc1ccc(S(=O)(=O)c2nc(-c3cccc(C)c3)oc2N2CCN(c3ccccc3)CC2)cc1 | 7% | 15 | 6 | -4% | 10 | -1 | 0.5% | 1% | 0 |
| 2 | Cc1ccc(-c2cc(=O)c3cc(Cl)ccc3[nH]2)cc1 | · | 23 | -4 | 2% | -19 | -2 | 1.2% | · | · |
| 3 | COc1cccc(-n2cc(C(=O)NCCCOC(C)C)c3ccccc3c2=O)c1 | -1% | 14 | 1 | -4% | -4 | 3 | 3.9% | 3% | 5 |
| 4 | Cc1cccc(C(=O)NNS(=O)(=O)c2ccc(F)cc2)c1O | -21% | -2 | 2 | -4% | 9 | 0 | -0.3% | 0% | -5 |
| 5 | CCOC(=O)C(Cc1ccccc1)C(=O)Nc1cccc(C)c1 (stereo not given) | -19% | -3 | -1 | -1% | -6 | 6 | 0.7% | 0% | 15 |
| 6 | Cc1onc(-c2ccc(Cl)cc2Cl)c1-c1csc(N/N=C/c2ccccc2)n1 | 1% | 5 | 1 | -3% | 1 | -2 | -3.4% | -3% | -29 |
| 7 | CCN1CCN(c2ccc(S(=O)(=O)N3CCOCC3)cc2NC(=O)/C=C/c2cccc(OC)c2OC)CC1 | -6% | 3 | 1 | -2% | -5 | -8 | 2.0% | 0% | 2 |
| 8 | CNS(=O)(=O)c1cccc(C(=O)OC2CCOC2=O)c1 (stereo not given) | -7% | -10 | 7 | 3% | 4 | · | 3.6% | -3% | 4 |

Pulled by structure from the entries so far, 5 records:
| item | SMILES | Vif-APOBEC3F blk | D1 antagonist | D1 ag | Glioma ERSR ind | D2 PAM | D1 potentiator | RXFP1 agonist | Vif-A3G inh | RXFP1 antagonist |
| --- | --- | --- | --- | --- | --- | --- | --- | --- | --- | --- |
| 1 | Cc1ccc(S(=O)(=O)c2nc(-c3cccc(C)c3)oc2N2CCN(c3ccccc3)CC2)cc1 | 7% | 15 | 6 | -4% | 10 | -1 | 0.5% | 1% | 0 |
| 7 | CCN1CCN(c2ccc(S(=O)(=O)N3CCOCC3)cc2NC(=O)/C=C/c2cccc(OC)c2OC)CC1 | -6% | 3 | 1 | -2% | -5 | -8 | 2.0% | 0% | 2 |
| 6 | Cc1onc(-c2ccc(Cl)cc2Cl)c1-c1csc(N/N=C/c2ccccc2)n1 | 1% | 5 | 1 | -3% | 1 | -2 | -3.4% | -3% | -29 |
| 4 | Cc1cccc(C(=O)NNS(=O)(=O)c2ccc(F)cc2)c1O | -21% | -2 | 2 | -4% | 9 | 0 | -0.3% | 0% | -5 |
| 5 | CCOC(=O)C(Cc1ccccc1)C(=O)Nc1cccc(C)c1 (stereo not given) | -19% | -3 | -1 | -1% | -6 | 6 | 0.7% | 0% | 15 |

More compounds.
| item | SMILES | Vif-APOBEC3F blk | D1 antagonist | D1 ag | Glioma ERSR ind | D2 PAM | D1 potentiator | RXFP1 agonist | Vif-A3G inh | RXFP1 antagonist |
| --- | --- | --- | --- | --- | --- | --- | --- | --- | --- | --- |
| 9 | COc1ccc(Cn2c(C(=O)O)c(CNCc3cccs3)c3ccc(C)cc32)cc1 | 2% | 13 | -1 | -9% | -2 | 1 | -1.4% | -1% | -4 |
| 10 | O=C(Cn1c(=O)n(CC2CCCO2)c(=O)c2ccccc21)N1CCN(c2ccccc2)CC1 (stereo not given) | 1% | 12 | 2 | -5% | 7 | 1 | -0.7% | -4% | -6 |
| 11 | Cc1cccc(C(=O)Nc2ccc(O)cc2)c1 | -4% | -22 | 2 | -3% | 1 | -4 | -1.6% | -7% | 4 |
| 12 | O=C(CN1C(=O)C2CC=CCC2C1=O)Nc1ccc(-c2nnc3n2CCCCC3)cc1 (stereo not given) | · | -4 | 1 | -2% | -1 | 8 | 0.0% | -4% | -12 |
| 13 | O=C(CCn1c(=O)[nH]c2ccsc2c1=O)N1CC(=O)N(CCc2ccccc2)C(=O)C1 | 6% | -10 | 3 | -2% | 0 | -6 | 6.6% | 1% | -6 |
| 14 | COc1ccc(CN2CC(C(=O)NCc3ccccn3)CC2=O)cc1 (stereo not given) | -4% | -3 | -3 | -9% | 17 | -2 | -0.1% | -2% | -4 |
| 15 | CC(=O)c1ccc(NC(=O)CSc2nc(C)cc(C)c2C(N)=O)cc1 | 10% | -12 | 3 | -7% | -1 | -3 | 3.0% | -3% | 18 |
| 16 | COc1cc(-n2c(C)nc3cc(C(=O)O)ccc32)cc(OC)c1OC | 9% | -8 | 1 | -2% | 12 | -4 | -2.3% | 1% | 3 |
| 17 | N#Cc1ccc(C(=O)OCC(=O)N2CCCC2)cc1 | -13% | -1 | 2 | -4% | -5 | -3 | -1.3% | -4% | -1 |
| 18 | CCOc1ccccc1N1C(=O)c2ccc(C(=O)O)cc2C1=O | -1% | 7 | 1 | -8% | 1 | -3 | 0.6% | 1% | -5 |
| 19 | C#CCOCCOCCOCCNc1nc(N2CCN(C(=O)[C@H](CCC(=O)O)n3cc(C(N)CC(C)C)nn3)CC2)nc(N2CCN(C(=O)[C@H](CCC(=O)O)n3cc(C(N)CC(C)C)nn3)CC2)n1 (stereo not given in full) | 4% | -14 | 2 | -2% | -2 | -2 | -0.3% | 1% | · |
| 20 | COc1ccccc1C(=O)C1CCCN(C(=O)c2snnc2C)C1 (stereo not given) | 0% | -4 | 1 | -3% | 10 | -4 | -2.3% | -3% | -22 |
| 21 | CCN(CC)c1ccc2cc(NC(=O)CCC(=O)O)c(=O)oc2c1 | 0% | 6 | 56* | -14% | · | -4 | 5.9% | -1% | 62 |
| 22 | COC(=O)COc1ccc(C)cc1-n1nc2ccccc2n1 | -1% | 16 | 0 | -7% | · | -3 | 1.3% | -3% | -15 |
| 23 | Cc1ccc(S(=O)(=O)N2CC(O)CC2C(=O)Nc2ccc3c(c2)CCC3)cc1 (stereo not given) | 4% | -2 | -1 | 3% | -14 | -6 | 0.0% | 2% | 8 |
| 24 | NS(=O)(=O)c1ccc(CNC(=O)c2cccnc2Cl)cc1 | -3% | 9 | 3 | -2% | 12 | 1 | 0.1% | 1% | -14 |
| 25 | COc1ccc(C(=O)OCC(=O)Nc2sccc2C(N)=O)cc1[N+](=O)[O-] | 6% | -15 | 2 | -5% | -9 | -3 | 1.6% | 2% | -4 |
| 26 | O=C(Cn1c(=O)c2cccn2c2ccc(F)cc21)NCCCN1CCN(c2ccccc2F)CC1 | -3% | -1 | 3 | -5% | -19 | -11 | 2.1% | -1% | -30 |
| 27 | COc1ccc(C2C(C(C)=O)=C(C)Nc3ncnn32)cc1OC (stereo not given) | 11% | -24 | 6 | -2% | -2 | 2 | 0.6% | -1% | -10 |
| 28 | O=C(Nc1ccccn1)NC1CCCCC1 | 11% | -1 | 0 | -1% | 9 | 3 | 2.0% | 0% | -11 |
| 29 | CC(C)c1ccc(NC(=O)CSC2=Nc3ccccc3C3=NC(CC(=O)NCc4ccco4)C(=O)N23)cc1 (stereo not given) | -4% | 15 | 1 | -5% | -19 | -1 | -0.4% | 1% | -25 |
| 30 | Cc1cccc(C)c1NC(=S)NC(=O)c1ccc(Br)o1 | 2% | -6 | 1 | -1% | 7 | 4 | 2.6% | -9% | -23 |
| 31 | CC(=O)c1cnc(Nc2nc(C)c3cc(C)c(C)cc3n2)nc1C | · | -2 | -1 | -3% | 6 | 5 | 5.9% | -1% | -8 |
| 32 | O=[N+]([O-])c1ccc(Sc2nnnn2-c2ccccc2)c(Cl)c1 | -1% | 5 | 0 | -3% | -6 | 5 | 0.4% | -5% | -1 |
| 33 | CN1CCN(c2ccc(S(=O)(=O)N3CCCCC3)cc2NC(=O)c2ccc3ccccc3c2)CC1 | -3% | -50* | 12 | -5% | · | -13 | -0.3% | -14% | -10 |
| 34 | O=C(COc1ncnc2c(Cl)cc(Cl)cc12)NC1CCCCCC1 | -3% | -11 | 0 | -4% | -12 | 3 | 3.8% | 0% | -3 |
| 35 | O=C(CN1CCN(Cc2ccccc2)CC1)NCc1ccccc1Cl | 0% | 8 | 0 | -2% | -8 | -3 | -1.7% | 1% | ? |
| 36 | CCC1CN(C(=O)NCc2ccc(F)cc2)c2ccccc2O1 (stereo not given) | -2%&-2% | -56*! | -1&2 | -1%&-4% | -2&7 | -6&5 | 0.7%&1.4% | -8%&1% | 2&-5 |
| 37 | Cc1ccc(S(=O)(=O)N(CC2CO2)c2cccc([N+](=O)[O-])c2)cc1 (stereo not given) | -9% | 2 | -3 | 0% | -6 | -3 | 0.6% | ? | -2 |
| 38 | COc1cccc2c1cc1c(=O)n(CC(=O)N3CCN(c4ccccc4)CC3)nc(C)n12 | 3% | -4 | 1 | -4% | 6 | 0 | -0.5% | 1% | 11 |
| 39 | CC(C)(C)C(=O)Nc1cc(S(=O)(=O)Nc2ccc(Cl)cc2)ccc1Cl | -25% | 8 | -1 | -6% | 4 | 0 | -1.3% | -10% | -26 |
| 40 | NNc1nc2sc3c(c2c(=O)n1C1CCCCC1)CCN(Cc1ccccc1)C3 | 9% | -2 | 5 | -4% | -3 | -1 | 3.1% | -4% | -13 |
| 41 | Cc1ccc(SCC(=O)NNC(=O)C2CCCCC2)cc1 | 8% | 6 | 1 | 1% | 15 | 0 | -0.3% | 0% | -15 |
| 42 | Cc1ccc(CNc2ccc3c(c2)ncn3C)cc1 | -13% | 0 | -1 | 5% | -12 | -1 | -0.3% | 1% | -14 |
